KinaseGlo FLuc: Counterscreen for Luciferase (Kinase-Glo TM) Inhibition. Kinase-Glo luciferase, ATP luminescence, 8 min. Luciferin 4-monooxygenase (Photuris pensylvanica), Q27757. Potency, µM (series often up to 38.3 µM), for inactives: top-dose activity change, negative = inhibition, hits mostly inhibitors. actives 0.28% (n = 200,000); note: potency is the fitted concentration of half-maximal effect; % is set by controls: 0 for no effect and ±100 for the full control effect; nearly all actives have a fitted effect of over 60% in size
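Substrate mix (final 50 mM imidazole pH 7.2, 50 mM KCl, 7 mM MgCl2, 10 uM ATP, 0.01% Tween 20, 0.05% BSA) plus pin-tool compound, then Kinase-Glo detection mix; 8 min ambient, luminescence read.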
Epigenetic derep: Quantitative High-Throughput Screen for Regulators of Epigenetic Control; murine LDR cells, GFP reporter derepression, 30 h; Potency, µM (titrated, usually from 53.9 µM), without a hit: at the highest dose GFP activation, most hits filed as activators; actives 0.2% (n = 280,000); AID 1865, 2009; note: potency is the fitted concentration of half-maximal effect; % of control where 0% means no effect; nearly all actives have a fitted effect of over 60% in size
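In this reporter-derepression format, murine cells bearing a silenced integrated CMV-GFP locus incubate with test compound (30 h, 37 C), then are washed and imaged; fluorescent objects of 20–120 um count as induced cells.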
Lamin A splicing: qHTS Assay for Modulators of Lamin A Splicing. HeLa LMNA splicing GFP/RFP minigene ratio, 48 h. Potency, µM (series often up to 46.1 µM), without a hit: at the top dose ratio change, negative = inhibition, actives largely listed as inhibitors. actives 0.01% (n = 200,000); active = well fitted inhibition curve with a large enough effect in the signal ratio, with a control signal flat, not every such curve was filed as active; inconclusive = small, poorly fitted or top-dose-only effect, or effect the other way, or a change in a side signal; the % refers to the signal ratio; note: potency is the fitted concentration of half-maximal effect; % is set by controls: 0 for no effect and ±100 for the full control effect
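S3 HeLa cells stably expressing lamin A-EGFP splicing minigene plus DsRed2, 600 cells/well, 48 h compound exposure at 37C. Laser-scanning cytometry; analysed as GFP (500-530 nm)/RFP (575-640 nm) total intensity ratio; 0.5% DMSO vehicle.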
CBFb RUNX1 block: qHTS Assay for Compounds Blocking the Interaction Between CBF-beta and RUNX1 for the Treatment of Acute Myeloid Leukemia. Runt-related transcription factor 1 (Homo sapiens) + Core-binding factor subunit beta …. AlphaScreen CBFb-His/RUNX1-biotin binding, biochemical. Potency, µM (highest dose often 59.8 µM), inactives show top-dose activity, negative = inhibition, actives largely listed as inhibitors. 230,000 tested, under 10 active; note: % of control where 0% means no effect
Target sequence (Q01196 whole entry, looked up): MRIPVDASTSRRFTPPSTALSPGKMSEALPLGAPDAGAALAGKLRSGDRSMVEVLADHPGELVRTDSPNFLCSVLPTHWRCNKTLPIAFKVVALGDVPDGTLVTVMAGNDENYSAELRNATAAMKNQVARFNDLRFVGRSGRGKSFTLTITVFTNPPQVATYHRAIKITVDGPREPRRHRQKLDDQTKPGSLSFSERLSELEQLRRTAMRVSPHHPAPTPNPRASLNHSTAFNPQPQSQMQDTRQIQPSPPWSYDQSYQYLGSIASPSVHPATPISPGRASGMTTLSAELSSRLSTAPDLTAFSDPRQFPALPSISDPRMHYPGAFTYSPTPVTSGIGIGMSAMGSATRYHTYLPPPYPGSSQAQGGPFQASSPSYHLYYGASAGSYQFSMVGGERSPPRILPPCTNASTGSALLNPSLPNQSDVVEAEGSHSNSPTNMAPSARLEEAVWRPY
Target sequence (Q13951 whole entry, looked up): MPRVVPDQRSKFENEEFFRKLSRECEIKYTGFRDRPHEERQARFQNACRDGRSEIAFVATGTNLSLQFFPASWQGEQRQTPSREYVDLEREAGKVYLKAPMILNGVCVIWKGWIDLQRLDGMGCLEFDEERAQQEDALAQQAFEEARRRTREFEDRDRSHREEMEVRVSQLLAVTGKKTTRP
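Inhibition was taken as any reduction in AlphaScreen signal from the CBF-beta–RUNX1 pair (His and biotin tags, 30 nM each), measured after compound (15 min) and bead (90 min) incubations at room temperature.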
HTT aggregate: qHTS Multiplex Assay to Identify Dual Action Probes in a Cell Model of Huntington: Aggregate Formation (GFP). AID 1688, 2009. Potency, µM (doses to about 46.1 µM), for the others: at the highest dose activity change, negative = inhibition, usual class: inhibitors. PC12 HttQ103-GFP aggregates, Acumen cytometry, 40 h. actives 1.1% (n = 220,000); note: potency is the fitted concentration of half-maximal effect; % is set by controls: 0 for no effect and ±100 for the full control effect; nearly all actives have a fitted effect of over 60% in size
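PC12/HTTQ103-GFP, ecdysone-inducible; teb 100 nM; cpd qHTS titration; GFP aggregates read on laser cytometer, Ex 488/Em 500-530 nm.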
IMPase Li inh: qHTS Assay for Identifying the Cell-Membrane Permeable IMPase Inhibitors: Potentiation with Lithium; CHO-M1 cells, IP1 TR-FRET (IP-One), carbachol + lithium; Potency, µM (top dose mostly 59.4 µM), inactives show at the top dose activity, negative = IMPase inhibition, actives largely listed as inhibitors; actives 0.35% (n = 210,000);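 note: IP1 builds up when IMPase is blocked and the TR-FRET signal falls; potency is the fitted concentration of half-maximal effect; plate controls were basal vehicle for no effect and high inhibitor control for full effect; nearly all actives have a fitted effect of over 50% in size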
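IP1 accumulation measured by competitive TR-FRET in lysed CHO-M1 cells after 30 min compound exposure at 37C, with a small lithium addition to potentiate weak responses. Hill-equation AC50 from ratio and donor-channel data.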
NPSR antagonist: qHTS Assay for Antagonists of the Neuropeptide S Receptor: cAMP Signal Transduction | Q6W5P4 | CHO-NPSR cells, cAMP TR-FRET, antagonist mode | Potency, µM (top dose mostly 38.3 µM), for inactives: at the top dose activity change, negative = inhibition, usual class: inhibitors | actives 1% (n = 220,000); note: potency is the fitted concentration of half-maximal effect; % is set by controls: 0 for no effect and ±100 for the full control effect; nearly all actives have a fitted effect of over 50% in size; many of its hits are not listed in these tables
Target sequence (Q6W5P4 whole entry, looked up): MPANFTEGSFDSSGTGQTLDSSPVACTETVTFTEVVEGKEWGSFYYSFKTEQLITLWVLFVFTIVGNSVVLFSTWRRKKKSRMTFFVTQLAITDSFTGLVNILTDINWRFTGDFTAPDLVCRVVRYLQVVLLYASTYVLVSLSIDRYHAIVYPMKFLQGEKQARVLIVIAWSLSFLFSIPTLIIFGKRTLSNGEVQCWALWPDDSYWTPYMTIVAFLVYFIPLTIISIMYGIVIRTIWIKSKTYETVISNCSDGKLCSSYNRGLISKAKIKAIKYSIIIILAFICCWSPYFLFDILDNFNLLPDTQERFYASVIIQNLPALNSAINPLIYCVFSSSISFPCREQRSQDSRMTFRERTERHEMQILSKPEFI
The depositor's hits bear a star; ? = inconclusive; . = no result given; & = joins results of further samples; [ ] = remark or other dose. Unless noted, calls come from the whole dose curve; as a rule, active = well fitted curve in the direction sought with a large enough effect; inconclusive = small, poorly fitted or top-dose-only effect, or another doubt; inactive = no such curve, though single readings can be large; an effect the other way counts as inactive or inconclusive. Only part of the results is shown, so the mix of outcomes need not match the whole.

No.	structure	KinaseGlo FLuc	Epigenetic derep	Lamin A splicing	CBFb RUNX1 block	HTT aggregate	IMPase Li inh	NPSR antagonist
1	Cc1cc(C)nc(/N=C2\NC(=O)CC(C(=O)O)N2c2ccc(Cl)cc2)n1 (stereo not drawn)	1%	-0.8%	-8%	9%	2%	23%[38.3 µM]	9%[46.1 µM]
2	CCOc1ccc2nc(COC(=O)c3ccco3)c(C(C)=O)[n+]([O-])c2c1	2%	-1.0%	3%	-3%	25%	-4%[38.3 µM]	-1%[46.1 µM]
3	NS(=O)(=O)c1ccc(NC(=S)Nc2ccc(C(=O)N3CCCCC3)cc2)cc1	.	2.5%	.	8%	-1%	7%	17%
4	Cc1ccc(CC(=O)N2CCN(c3ccccc3F)CC2)cc1	1%	5.1%	1%[46 µM]	2%	7%[9.22 µM]	2%	5%
5	CCOC(=O)N1CCN(C(=O)Cn2ccc3c(OC)cccc3c2=O)CC1	.	-0.1%	.	12%	9%[9.22 µM]	1%	4%
6	COc1ccc(N2CCN(C(=O)CSc3nnc(-c4cccnc4)n3-c3ccc(F)cc3)CC2)cc1	-3%	4.7%	-3%	2%	-2%	3%	-13%[46.1 µM]
7	CC1(c2ccccc2Cl)NC(=O)N(CC(=O)NCc2ccco2)C1=O (stereo not drawn)	-2%	-0.1%	5%[46 µM]	2%	20%	-5%	7%
8	CCn1c(SCC(=O)N2CCCCC2)nc2c(c1=O)SC(C)C2 (stereo not drawn)	-1%	0.0%	-11%	9%	-6%	36%[38.3 µM]	-3%[46.1 µM]
9	CC(C)(C)OC(=O)NNC(=O)c1ccc(Cl)cc1	-2%	0.0%	-7%	5%	-11%	9%[38.3 µM]	-4%[46.1 µM]
10	O=C(c1cc2ccccc2c(=O)o1)N1CCCc2ccccc21	1%	0.2%	?	-1%	0%	-4%[38.3 µM]	-7%[46.1 µM]
11	CCCc1c(C)nn(C(=O)/C(C#N)=N/Nc2ccccc2[N+](=O)[O-])c1C	0%	1.3%	14%[9.22 µM]	1%	7%	-1%	-13%
12	c1ccc(C2Nc3ccccc3-c3nc4ccccc4n32)nc1 (stereo not drawn)	-1%	-1.1%	7%	12%	8%	5%[38.3 µM]	-1%[46.1 µM]
13	CC(C)Oc1cccc(C(=O)C2CCCN(C(=O)c3csnn3)C2)c1 (stereo not drawn)	-2%	1.6%	?	5%	21%[9.22 µM]	14%	7%
14	COC(=O)c1ccc(COc2ccccc2/C=C(\C#N)C(=O)Nc2c(C)cccc2C)cc1	0%	?	?	-8%	?	14%	-38%
15	CCC1(c2ccc(Cl)cc2)NC(=O)N(Cc2ccc(C(=O)OC)cc2)C1=O (stereo not drawn)	1%	-0.1%	.	25%	6%	0%	-11%
16	CCOc1ccc(NC(=S)Nc2cc(-c3ccccc3)[nH]n2)cc1	2%	6.0%	8%	-1%	2%	9%[38.3 µM]	?
17	O=C(c1ccccc1F)N1CCN(CC2CC3C=CC2C3)CC1 (stereo not drawn)	0%	-2.1%	1%	-3%	-13%	5%[38.3 µM]	-6%[46.1 µM]
18	Clc1ccc(C2[C@H]3CN(Cc4cccnc4)[C@H](c4ccccc4)C34CC2(c2ccccc2)C4)cn1 (stereo partly drawn)	2%	2.7%&-0.1%	.	4%&0%	31%[9.22 µM]	1%	?
19	CCn1c(SCC(=O)c2c[nH]c3ccccc23)nc2cc(S(=O)(=O)N3CCOCC3)ccc21	-1%	8.5%	-6%	0%	19%	-11%	-25%
20	CC(=O)OC1CC(OC(C)=O)[C@]2(C)C(CC(O)[C@]3(C)C2CC[C@@]2(C)C(c4ccoc4)OC(=O)C4O[C@]432)C1(C)C (stereo partly drawn)	-5%	1.1%	.	5%	.	7%	.

Additional structures follow.
No.	structure	KinaseGlo FLuc	Epigenetic derep	Lamin A splicing	CBFb RUNX1 block	HTT aggregate	IMPase Li inh	NPSR antagonist
21	C=CCNC(=O)c1onc(CSc2cccc(OCC)c2)c1C(=O)O	5%	0.0%	4%[0.0737 µM]	-2%	0%	-6%[38.3 µM]	1%[46.1 µM]
22	O=C(c1ccc(=O)n(Cc2ccccc2)n1)N1CCN(C/C=C/c2ccccc2)CC1	1%	-1.0%	-23%	-4%	-4%	35%[activator][38.3 µM]	-12%[46.1 µM]
23	COc1ccc(-c2onc(C)c2-c2cnn(-c3ccccc3)c2)c(O)c1	3%	-0.6%	.	1%	22%	7%	-22%
24	Cn1c(NC(=O)c2ccc(F)c(F)c2)cc(=O)n(C)c1=O	-3%	-0.8%	0%	10%	-11%	20%[38.3 µM]	-5%[46.1 µM]
25	CC(C(=O)OCC(=O)c1ccccc1)N1C(=O)C2C3CCC(C3)C2C1=O (stereo not drawn)	3%	0.1%	-1%[46 µM]	8%	-8%	2%	19%
26	Cc1cc(NC(=O)C2CCCCC2)n(-c2nc3ccccc3[nH]2)n1	-3%	-4.8%	?	2%	?	64%[activator][38.3 µM]	?
27	O=C(O)c1ccccc1NN=C1CCCCC1	-2%	0.0%	4%	2%	12%	6%	8%
28	S=C(NCCCn1ccnc1)NC1CCCCC1	-5%	1.1%	6%	-7%	-12%	1%	11%
29	O=C(O)c1cc(NN=Nc2cccc([N+](=O)[O-])c2)cc([N+](=O)[O-])c1	.	-0.3%	.	-8%	-4%[9.22 µM]	.	21%
30	Cc1cccc(NC(=O)N(Cc2cc3cc(C)cc(C)c3[nH]c2=O)CC2COCCO2)c1 (stereo not drawn)	-2%	-0.8%	-2%	-6%	-30%	15%[38.3 µM]	-26%[46.1 µM]
31	Cn1c(SCC(=O)Nc2cc(S(=O)(=O)N3CCOCC3)ccc2N2CCOCC2)nnc1-c1ccncc1	0%	2.6%	-3%[9.22 µM]	1%	1%	-2%	12%
32	CC1CCC2(CC1)NC(=O)N(Cc1nnc(-c3cccs3)o1)C2=O (stereo not drawn)	4%	?	7%[46 µM]	-11%	7%	-4%	15%
33	CC1Cc2ccccc2N1C(=O)c1cnc2ccccn2c1=O (stereo not drawn)	-3%	-0.8%	-8%	11%	-9%	13%[38.3 µM]	-3%[46.1 µM]
34	CC(C)c1ccc(NC(=S)NNC(=O)C2CC2)cc1	0%	-5.6%	.	10%	-16%	0%	-24%
35	Cc1ccc(C)c(N(Cc2cc3ccc(C)cc3[nH]c2=O)C(=O)c2ccco2)c1	.	-2.0%	.	2%	10%[9.22 µM]	.	23%
36	CC(=O)c1sc(NC(=O)C2COc3ccccc3O2)nc1C (stereo not drawn)	-4%	1.0%	1%	0%	-14%	?	?
37	C=CCc1ccc(OCCOc2cccc3cccnc23)c(OC)c1	3%	0.0%	?	-15%	13%	3%	-22%
38	COc1ccc(C2C3=C(CC(C)(C)CC3=O)Oc3ncn(CCCn4ccnc4)c(=N)c32)cc1 (stereo not drawn)	0%	1.0%	5%	1%	13%	-2%[38.3 µM]	-8%[46.1 µM]
39	COc1ccc2c(c1OC)C(=O)OC2Nc1nc2ccccc2s1 (stereo not drawn)	.	-1.4%	.	4%	8%[9.22 µM]	.	-3%[7.67 µM]
40	CCOC(=O)c1c(C)[nH]c(C)c1C(=O)CSc1nnc(-c2ccco2)n1Cc1ccccc1	0%	-1.0%	?	-15%	?	46%[activator][38.3 µM]	?

(further entries)
No.	structure	KinaseGlo FLuc	Epigenetic derep	Lamin A splicing	CBFb RUNX1 block	HTT aggregate	IMPase Li inh	NPSR antagonist
41	Cc1cc(NC(=O)/C(C#N)=C/c2ccco2)n(-c2ccccc2)n1	0%	3.4%	-6%	-1%	17%	-1%	-5%
42	CCOC(=O)/C(=C\c1cccc(O)c1)c1nc2sc(C)c(C)c2c(=O)[nH]1	-2%	0.0%	?	1%	4%	14%	10µM*
43	O=c1cc(-c2ccccc2Cl)oc2c(NS(=O)(=O)c3ccccc3C(F)(F)F)ccc(O)c12	.	2.3%	.	-25%	2%[9.22 µM]	.	?
44	Cc1cc(C)nc(N2CCCC(C(=O)Nc3nnc(C)s3)C2)n1 (stereo not drawn)	.	-5.9%	2%	2%	1%	.	-12%[46.1 µM]
45	O=C(Nc1ccc(NC(=O)c2ccco2)nc1)c1cccnc1	-1%	-0.8%	-10%	-2%	9%	9%	-2%[46.1 µM]
46	CC(C)(Oc1ccc(Cl)cc1)C(=O)NC1CCSC1=O (stereo not drawn)	1%	-1.0%	-9%	-1%	-13%	5%	-14%[46.1 µM]
47	CCCSc1nc(-n2ncc(C#N)c2N)c2c3c(sc2n1)CCC(C)C3 (stereo not drawn)	1%	-0.7%	?	9%	?	35%[activator][38.3 µM]	?
48	Cc1cc(C)c(S(=O)(=O)ON2C(=O)c3ccccc3C2=O)cc1C	-2%	?	?	-2%	?	9%[38.3 µM]	-10%[46.1 µM]
49	CCc1ccccc1NC(=O)N1CCc2ccccc21	.	1.2%	.	6%	37%[9.22 µM]	.	-16%
50	CCOC(=O)c1cc2c(=O)n3ccccc3nc2n(CC(C)C)c1=NC(=O)c1ccco1	0%	0.0%	6%	15%	-7%	10%[38.3 µM]	-7%[46.1 µM]
51	COCCNC(=O)C(=O)NNC(=O)COc1ccc(OC)cc1	2%	1.1%	7%[46 µM]	3%	-5%[9.22 µM]	4%	-16%

Fetched by compound from the entries so far, three records:
No.	structure	KinaseGlo FLuc	Epigenetic derep	Lamin A splicing	CBFb RUNX1 block	HTT aggregate	IMPase Li inh	NPSR antagonist
48	Cc1cc(C)c(S(=O)(=O)ON2C(=O)c3ccccc3C2=O)cc1C	-2%	?	?	-2%	?	9%[38.3 µM]	-10%[46.1 µM]
45	O=C(Nc1ccc(NC(=O)c2ccco2)nc1)c1cccnc1	-1%	-0.8%	-10%	-2%	9%	9%	-2%[46.1 µM]
51	COCCNC(=O)C(=O)NNC(=O)COc1ccc(OC)cc1	2%	1.1%	7%[46 µM]	3%	-5%[9.22 µM]	4%	-16%
